bIAP inh: blocks bovine intestinal alkaline phosphatase activity; purified bovine IAP, CDP-star luminescence, 30 min; inhibition, % at 20 µM; 190,000 tested, under 10 active;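 active = over 50% inhibition of intestinal alkaline phosphatase at 20 µM in the single-dose screen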
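Assay system: bovine IAP enzyme; medium: DEA buffer 100 mM, pH 9.8, with MgCl2 1.0 mM, ZnCl2 0.02 mM; doses: 20 µM single dose; incubation: enzyme reaction for 30 min at room temperature; detection: CDP-star luminescence signal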
TNAP inh no acc: blocks human TNAP activity with no phosphate acceptor present. P05186. AID 1012. purified TNAP, CDP-star luminescence, 30 min. inhibition, % at 20 µM. actives 0.26% (n = 200,000);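 active = tissue-nonspecific alkaline phosphatase inhibition above about 50% at 20 µM in the single-dose screen, limit read from the data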;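 note: 0% = DMSO negative control and 100% = EDTA positive control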
Target sequence (P05186 whole entry, looked up): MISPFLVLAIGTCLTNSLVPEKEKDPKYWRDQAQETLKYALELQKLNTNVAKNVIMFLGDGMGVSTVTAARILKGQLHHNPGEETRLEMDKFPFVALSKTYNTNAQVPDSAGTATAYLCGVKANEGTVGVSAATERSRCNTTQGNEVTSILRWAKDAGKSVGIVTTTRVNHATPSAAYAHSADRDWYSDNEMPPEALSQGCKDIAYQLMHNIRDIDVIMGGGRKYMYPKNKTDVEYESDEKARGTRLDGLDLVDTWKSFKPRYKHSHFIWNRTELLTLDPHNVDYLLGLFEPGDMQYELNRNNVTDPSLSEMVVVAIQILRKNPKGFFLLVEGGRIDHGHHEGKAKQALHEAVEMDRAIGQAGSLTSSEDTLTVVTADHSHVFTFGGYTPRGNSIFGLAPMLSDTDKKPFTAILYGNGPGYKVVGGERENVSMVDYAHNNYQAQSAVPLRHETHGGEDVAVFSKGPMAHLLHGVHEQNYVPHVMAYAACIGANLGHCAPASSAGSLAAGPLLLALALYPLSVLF
TR-FRET SRC-2 ct: flags TR-FRET format artefacts in PPARgamma SRC-2 recruitment agonist screen; actives 0.4% (n = 200,000); TR-FRET ratio at 8 µM; TR-FRET artefact counter-screen; hits give high values; in the data active = TR-FRET ratio above about 2000; note: inactives centre near 1500; reference of the scale not given here
PPARg SRC3 recr: PPARgamma-driven SRC-3 recruitment agonism | P37231 | biochemical PPARgamma/SRC-3 coactivator recruitment assay | activation, % at 8 µM | actives 0.26% (n = 200,000) | AID 731; in the data active = activation above about 23%;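 note: 0% = DMSO and 100% = reference agonist; some compounds past the cut are filed as inactive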
Target sequence (P37231 whole entry, looked up): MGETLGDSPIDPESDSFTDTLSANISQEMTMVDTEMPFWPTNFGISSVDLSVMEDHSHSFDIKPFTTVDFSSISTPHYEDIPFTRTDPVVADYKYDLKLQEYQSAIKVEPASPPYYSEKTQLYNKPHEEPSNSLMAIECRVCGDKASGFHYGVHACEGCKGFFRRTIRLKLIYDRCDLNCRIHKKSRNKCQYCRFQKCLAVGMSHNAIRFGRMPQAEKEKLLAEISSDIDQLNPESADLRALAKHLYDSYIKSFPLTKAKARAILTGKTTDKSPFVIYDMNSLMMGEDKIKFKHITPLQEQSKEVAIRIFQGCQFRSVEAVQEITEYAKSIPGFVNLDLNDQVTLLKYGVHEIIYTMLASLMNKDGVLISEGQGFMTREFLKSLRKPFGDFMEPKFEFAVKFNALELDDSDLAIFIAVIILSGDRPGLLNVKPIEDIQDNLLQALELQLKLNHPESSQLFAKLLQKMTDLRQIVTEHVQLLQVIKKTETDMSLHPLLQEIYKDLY
PPARg SRC1 recr: PPARgamma-driven SRC-1 recruitment agonism. PPARgamma-SRC-1 coactivator recruitment biochemical assay. activation, % at 8 µM. AID 631. P37231. actives 0.41% (n = 200,000); in the data active = activation above about 19%;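 note: 0% = DMSO and 100% = reference agonist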
bIAP activator: intestinal alkaline phosphatase (bovine) activation | purified bovine IAP, CDP-star luminescence, 30 min; hits give high values; fold of DMSO-control signal, blank-subtracted | activation factor at 20 µM | actives 0.17% (n = 200,000) | AID 1016;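 active = activation factor of 2 or more at 20 µM, a signal rise over negative controls twice the positive control's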
TNAP inh hiacc: TNAP (human) inhibition, high acceptor; P05186; purified TNAP, CDP-star luminescence, 1 M DEA; inhibition, % at 20 µM; actives 0.03% (n = 200,000); AID 1135;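 active = over 50% inhibition of tissue-nonspecific alkaline phosphatase at 20 µM in the single-dose screen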;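 note: plate controls were DMSO wells for no effect and EDTA-quenched wells as full inhibition for full effect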
HMGR II inh: blocks class II HMG-CoA reductase of Enterococcus faecalis; inhibition, % at 10 µM; actives 0.41% (n = 190,000); purified E. faecalis HMGR, NADPH absorbance 340 nm kinetic;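 active = inhibition above a set limit, the median over all tested compounds plus 3 SD, cut at about 9.5% in these data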;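 note: enzyme runs in reverse so mevalonate oxidation gives rising NADPH absorbance; 0% = complete reaction with DMSO and 100% = background rate lacking mevalonate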
TNAP act hi DEA: TNAP (human) activation, high acceptor; purified TNAP, CDP-star luminescence, 1 M DEA, 30 min; hits give high values; 0 = EDTA background, 1 = DMSO-only activity; 200,000 tested, under 10 active; P05186; activation factor at 20 µM;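 active = activation factor at least 2 at 20 µM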
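Test system – human TNAP · Doses – 20 µM single point · Incubation – 30 min, room temperature · Signal – luminescent substrate turnover signal · Read-out basis – activation factor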
PPARg SRC2 recr: promotes SRC-2 coactivator recruitment by human PPARgamma. PPARgamma LBD-SRC-2 recruitment, biochemical. activation, % at 8 µM. actives 0.34% (n = 200,000); in the data active = activation above about 22%;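 note: 0% = vehicle and 100% = reference agonist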
Active calls of the source: *; / = no result given.

no.	SMILES	bIAP activator	bIAP inh	TR-FRET SRC-2 ct	PPARg SRC2 recr	TNAP inh no acc	PPARg SRC1 recr	TNAP inh hiacc	PPARg SRC3 recr	TNAP act hi DEA	HMGR II inh
1	N#CC(C#N)=Cc1ccc(-c2ccc(S(=O)(=O)N=C(N)N)cc2)o1	1.1	-5	1558	6	-5	0	6	0	0.9	-4
2	COc1ccc(-c2cnc3nc(/N=C/N(C)C)nn3c2/N=C/N(C)C)cc1	1	-3	1695	-4	-4	17	-2	4	1	-3
3	COc1ccc(CCNC(=O)C2CCN(C(=O)N(C)C)CC2)cc1OC	1	1	1348	-11	-8	-3	-1	-17	1	-6
4	COc1ccc(C2C(C#N)=C(N)OC3=C2C(=O)CC(C)(C)C3)cc1OC (stereo not given)	0.9	6	1609	0	-1	3	2	4	1	-1
5	Cc1cccc(Nc2ncccc2C(=O)NCc2cccs2)c1C	0.9	15	1663	3	-10	-6	-4	-2	1	-6
6	c1ccc2c(Oc3ccc4c(c3)OCO4)nncc2c1	1	3	1668	-3	-10	-1	-4	4	1	-2
7	Cc1cc(C)nc(NC(=O)CN2C(=O)c3ccccc3C2=O)n1	0.9	5	1611	-3	-10	8	-6	-9	1.1	0
8	Cc1ccc(-c2csc3nnc(SCC(=O)Nc4nsc(-c5ccccc5)n4)n23)cc1	0.9	7	1520	6	-9	6	-4	16	1	-1
9	Cc1ccc(SCc2cc(=O)[nH]c(Nc3nc(C)c4ccccc4n3)n2)cc1	0.8	22	1576	-2	-115	3	-2	-3	1	-4
10	NS(=O)(=O)c1cccc2cccnc12	1.1	-6	1497	11	-6	5	4	-4	1	1

More structures follow.
no.	SMILES	bIAP activator	bIAP inh	TR-FRET SRC-2 ct	PPARg SRC2 recr	TNAP inh no acc	PPARg SRC1 recr	TNAP inh hiacc	PPARg SRC3 recr	TNAP act hi DEA	HMGR II inh
11	COc1ccc(C(=O)OCC(=O)NCC2CCCO2)cc1[N+](=O)[O-] (stereo not given)	1	-5	1760	11	-1	15	4	1	1	-11
12	COc1cc2[nH]c(-c3cccc(F)c3)cc(=O)c2cc1OC	1.1	-7	1484	-6	-8	3	-3	0	1	-3
13	O=C(Cc1cc(=O)[nH]c(=O)[nH]1)N1CCC(Cc2ccccc2)CC1	1.1	-10	1416	-4	-7	-1	0	-11	1	-6
14	COc1ccc(-c2nc(-c3ccccc3)c(-c3cc([N+](=O)[O-])ccc3C)[nH]2)cc1OC	1.1	-6	1560	2	5	2	4	5	1	-1
15	Cc1ccc(N/C(N)=N/c2nc(CSc3ccc(C)cc3)cc(=O)[nH]2)cc1	1.2	-24	1558	1	-21	2	-5	2	1.1	-4
16	COc1ccc(CCNC(=O)CCNS(=O)(=O)c2ccc3c(c2)CCN3C(C)=O)cc1OC	1	1	1542	6	-5	5	-2	2	1	1
17	CCOc1ccc(N(CC(=O)N2CCc3ccccc32)S(=O)(=O)c2c(C)noc2C)cc1	1	1	1537	0	-17	5	-6	4	1.1	-7
18	COC(=O)c1sc(S(=O)(=O)NCc2cccs2)c(C(=O)OC)c1C	0.9	10	1478	3	-11	-2	-9	-12	1.1	-6
19	COC(=O)[C@@]1(Cc2ccc(F)cc2)[C@H]2c3cc(C(=O)N(C)C)n(CCc4ccc(OC)c(Br)c4)c3C[C@H]2CN1C(=O)c1ccccc1	0.8	20	1552	14	-5	2	-4	3	1	-8
20	COc1ccccc1NC1=C(NC(C)=O)C(=O)c2ccccc2C1=O	1	-2	1583	1	6	4	18	4	0.8	-4

Going on with the list:
no.	SMILES	bIAP activator	bIAP inh	TR-FRET SRC-2 ct	PPARg SRC2 recr	TNAP inh no acc	PPARg SRC1 recr	TNAP inh hiacc	PPARg SRC3 recr	TNAP act hi DEA	HMGR II inh
21	Cc1c(C(=O)NCC2CCCO2)oc2ccc(S(=O)(=O)N3CCCCC3)cc12 (stereo not given)	1	-1	1650	-2	-3	-1	-3	0	1	-2
22	CCOC(=O)C1=C(O)/C(=C/c2cc(OC)c(O)c(OC)c2)SC1=Nc1ccc(OC)cc1	1	-5	1707	5	9	3	34	4	0.7	-1
23	COc1ccc(-n2cc(C#N)c(=O)n(Cc3ccc(F)cc3)c2=O)cc1	1.1	-9	1365	-5	-5	6	2	-3	1	-3
24	O=C(Nc1cc(=O)[nH]c2ncnn12)c1ccccc1Cl	0.9	14	1559	-2	-12	6	-3	4	1	-1
25	CC1Cc2ccccc2N1C(=O)CSc1nnc(CSc2ncccn2)n1C (stereo not given)	1	-3	1632	3	-9	4	0	1	1	-2
26	O=C(CCN1C(=O)C2CC=C(Cl)CC2C1=O)N1CCCCC1 (stereo not given)	1	5	1682	9	-7	-4	-2	1	1	-10
27	Cn1c2ccc(F)cc2c2ncn(CCN3CCOCC3)c(=O)c21	1	-1	1582	9	-9	-3	-2	7	1	-7
28	CN(C)S(=O)(=O)c1ccc(C(=O)Nc2nnc(-c3ccc4c(c3)CCCC4)o2)cc1	1	5	1528	-1	-18	0	-6	-3	1.1	0
29	O=C(CCCC(=O)OCC(Cl)=C(Cl)Cl)Nc1ccccc1	0.8	22	1588	6	0	9	0	6	1	-5
30	CCn1nnc(NC(=O)C(C)(c2ccccc2)c2ccccc2)n1	1	0	1398	3	-6	-1	0	4	1	2

Single records, as listed above. Values in the order: bIAP activator, bIAP inh, TR-FRET SRC-2 ct, PPARg SRC2 recr, TNAP inh no acc, PPARg SRC1 recr, TNAP inh hiacc, PPARg SRC3 recr, TNAP act hi DEA, HMGR II inh
CC1Cc2ccccc2N1C(=O)CSc1nnc(CSc2ncccn2)n1C (stereo not given) in the list: 1, -3, 1632, 3, -9, 4, 0, 1, 1, -2
COc1ccc(-n2cc(C#N)c(=O)n(Cc3ccc(F)cc3)c2=O)cc1 in the list: 1.1, -9, 1365, -5, -5, 6, 2, -3, 1, -3
CCOC(=O)C1=C(O)/C(=C/c2cc(OC)c(O)c(OC)c2)SC1=Nc1ccc(OC)cc1 in the list: 1, -5, 1707, 5, 9, 3, 34, 4, 0.7, -1
O=C(Nc1cc(=O)[nH]c2ncnn12)c1ccccc1Cl in the list: 0.9, 14, 1559, -2, -12, 6, -3, 4, 1, -1
O=C(CCN1C(=O)C2CC=C(Cl)CC2C1=O)N1CCCCC1 (stereo not given) in the list: 1, 5, 1682, 9, -7, -4, -2, 1, 1, -10

Later entries:
no.	SMILES	bIAP activator	bIAP inh	TR-FRET SRC-2 ct	PPARg SRC2 recr	TNAP inh no acc	PPARg SRC1 recr	TNAP inh hiacc	PPARg SRC3 recr	TNAP act hi DEA	HMGR II inh
31	CCCC(=O)c1cc(-c2nc3ccccc3n2C)n(C)c1	0.9	10	1504	9	-14	6	-7	7	1.1	2
32	CCN(CCCNC(=O)C1CCN(S(=O)(=O)CC)CC1)c1cccc(C)c1	0.9	6	1658	-1	-15	11	-5	2	1.1	-4
33	COc1ccccc1CN1C(=O)CN(C2CCCC2)C(=O)C1c1ccc(F)cc1 (stereo not given)	0.9	8	1545	7	1	-8	-4	-3	1	-4
34	Cc1ccc(OCC(=O)N2N=C(C(F)(F)F)CC2(O)C(C)(C)C)cc1C (stereo not given)	0.9	13	1512	9	-14	-2	-4	3	1	-2
35	CC(=O)NS(=O)(=O)c1ccc(NC(=O)CSc2ccc(C)cc2)cc1	1.2	-16	1584	1	0	1	4	-2	1	-4
36	Cc1[nH]c2ccccc2c1CCN(Cc1cccs1)C(=S)NC(C)(C)C	1	1	1720	-3	-6	1	3	6	1	-5
37	COc1ccc(S(=O)(=O)N2CCCC(C(=O)Nc3ccc(OC)c(OC)c3)C2)cc1 (stereo not given)	1	-4	1573	-8	-14	9	-8	-15	1.1	-2
38	CN(CC1CCOCC1)C(=O)CC1C(=O)NCCN1CC1CCCCC1 (stereo not given)	1.1	-7	1694	-5	3	6	-2	-2	1	-1
39	CC(C)Cn1nc(NS(=O)(=O)c2ccccc2)c2cc3ccccc3nc21	0.9	11	1492	-6	0	-2	3	1	1	-2
40	Cn1c(=O)c2c(nc(SCCNS(=O)(=O)c3ccccc3)n2C)n(C)c1=O	1.1	-8	1634	10	-15	0	-9	5	1.1	-5

Next part
no.	SMILES	bIAP activator	bIAP inh	TR-FRET SRC-2 ct	PPARg SRC2 recr	TNAP inh no acc	PPARg SRC1 recr	TNAP inh hiacc	PPARg SRC3 recr	TNAP act hi DEA	HMGR II inh
41	CCC1=NC(c2ccc(OC)cc2OC)N(O)C1(C)C (stereo not given)	1	3	1373	3	-8	4	-2	9	1	-7
42	O=C(Nc1ccc2c(c1)CCC2)C1COc2ccccc2O1 (stereo not given)	0.4	/	1507	8	2	13	-7	5	1.1	-3
43	CCOC(=O)c1c(C)[nH]c(C(=O)COC(=O)/C=C/c2ccc3c(c2)OCO3)c1C	1.1	-12	1460	0	-3	10	-6	-2	1.1	-5
44	CC(C)c1ccc(-c2nc3c([nH]2)c(=O)n(C)c(=O)n3C)cc1	0.9	11	1534	-3	4	-8	1	0	1	-3
45	CC(=O)OCCn1c(C)[n+](CCOC(C)=O)c2cc(Cl)c(Cl)cc21	0.9	5	1743	-1	0	-2	-2	0	1	-1
46	NC(=O)C1(N2CCCCC2)CCN(CC(=O)Nc2ccccc2Sc2ccccc2)CC1	1	1	1438	3	-7	-4	-6	-1	1.1	0
47	COc1ccc(C(=O)NNC2=NCCCCC2)cc1	1	0	1785	8	-14	8	-10	5	1.1	5
48	O=C(COC(=O)c1ccc(S(=O)(=O)N2CCOCC2)cc1)Nc1nc(-c2ccccc2)cs1	1.1	-10	1618	5	-7	0	-10	-2	1.1	-6
49	O=C(CSc1nc2ccccc2c(=O)n1CCCO)NCc1ccccc1	1	1	1479	-5	-5	5	0	0	1	1
50	CCCC(=O)Nc1ccc(NC(=O)c2ccco2)c(OC)c1	0.9	14	1583	7	-15	4	-3	3	1	-1

(next part)
no.	SMILES	bIAP activator	bIAP inh	TR-FRET SRC-2 ct	PPARg SRC2 recr	TNAP inh no acc	PPARg SRC1 recr	TNAP inh hiacc	PPARg SRC3 recr	TNAP act hi DEA	HMGR II inh
51	CCN(CC)C(=O)Cn1cc(SCC(=O)NC)c2ccccc21	1	-2	1482	-4	-16	-3	-4	-5	1	-4
52	COc1ccc(/C=C/C(=O)Nc2nc(C)c(C(=O)N(C)C)s2)cc1OC	0.9	8	1541	15	-18	2	0	0	1	1
53	COc1cccc(N(CC(=O)Nc2cccc(N(C)S(C)(=O)=O)c2)S(C)(=O)=O)c1	1	-4	1241	8	-6	-3	-3	-7	1	1
54	O=C(Nc1ccc2c(c1)OCO2)c1ccc(S(=O)(=O)N2CCCC2)cc1	0.9	8	1584	-7	-9	-2	-2	-1	1	-7
55	O=C(Nc1ccn(Cc2c(F)c(F)cc(F)c2F)n1)c1cccc(Cn2cc([N+](=O)[O-])cn2)c1	0.8	19	1606	0	-3	-1	-5	4	1.1	0
